# Screening results from PubChem BioAssay.
# pAkt inh: HTS Assay for Inhibitors of Akt Phophorylation: Primary Screen. 360,000 tested, 0.32% active. Neuro2A IGF-stimulated pAkt S473 HTRF, 20 min; stronger effect = lower value. activity change, % for hits at 50 µM; in the data active = activity change below about -80%; inconclusive = mostly about -51% to -80%; also: % is scaled to controls: 0 for no effect and ±100 for the full control effect
#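 Neuro2A cells (4,500/well, DMEM with 0.5% FBS) were treated with compound at a single 50 µM final concentration, stimulated with 6 nM IGF for 20 min at 37 °C, and lysed. Phospho-Akt Ser473 was read by HTRF as 665/615 ratio ×10^4.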
# Mm-Cpn inhibitor: Inhibitors of TCP-1 ring complex (TRiC) of Methanococcus maripaludis (MmCpn): qHTS. Chaperonin Mm-Cpn (Methanococcus maripaludis). AID 504842, 2011. Potency, µM (series often up to 76.9 µM), for inactives: top-dose activity, negative = inhibition, hits mostly inhibitors. 330,000 tested, 0.031% active. purified Mm-Cpn ATPase, ADP Transcreener TR-FRET; also: potency is read from the fitted curve at half-maximal effect; % is scaled to controls: 0 for no effect and ±100 for the full control effect; nearly all actives have a fitted effect of over 80% in size
#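 25 nM Mm-CPN + cpd, 10 min 37°C; + 10 uM ATP, 30 min 37°C; buffer 30 mM Tris pH 7.4, 100 mM KCl, 5 mM MgCl2, 1 mM DTT; Transcreener ADP HTRF detection 30 min RT.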
# DRD3 antagonist: qHTS of D3 Dopamine Receptor Antagonist: qHTS; 360,000 tested, 2.5% active; max response, negative = inhibition, %; D3R cells, DiscoveRx beta-arrestin luminescence, antagonist mode; stronger effect = lower value; AID 652054, 2013; in the data active = max response below about -50%; inconclusive = no clear call, values can overlap the other calls; also: % is scaled to controls: 0 for no effect and ±100 for the full control effect; mostly tested at two doses, the higher about 12 µM
# Target sequence (P35462 whole entry, looked up): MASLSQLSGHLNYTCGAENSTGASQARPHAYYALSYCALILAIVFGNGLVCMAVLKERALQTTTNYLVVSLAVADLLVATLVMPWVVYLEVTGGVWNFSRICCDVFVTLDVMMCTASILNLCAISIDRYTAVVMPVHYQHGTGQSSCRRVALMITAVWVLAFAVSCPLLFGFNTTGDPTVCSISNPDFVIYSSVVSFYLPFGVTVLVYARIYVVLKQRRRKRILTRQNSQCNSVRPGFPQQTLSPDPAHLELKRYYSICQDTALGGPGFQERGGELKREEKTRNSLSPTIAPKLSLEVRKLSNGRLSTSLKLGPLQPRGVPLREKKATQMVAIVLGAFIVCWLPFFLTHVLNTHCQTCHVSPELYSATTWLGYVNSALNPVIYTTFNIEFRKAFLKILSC
#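 Cells expressing the human receptor were seeded at 1500 cells/well, incubated overnight at 37 degrees C in 5% CO2, then exposed to library compounds with dopamine controls for 90 minutes at 37 degrees C before luminescent detection.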
# D3 ag: qHTS of D3 Dopamine Receptor Agonist: qHTS; D(3) dopamine receptor (Homo sapiens), P35462; D3R DiscoveRx beta-arrestin cells, luminescence, 90 min; max activation, %; 410,000 tested, 0.58% active; AID 652048, 2013; in the data active = max activation above about 30%; also: 0% is about no effect; mostly tested at two doses, the higher about 12 µM
#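 Agonist-mode cell screen: cells plated at 1500/well and incubated overnight at 37 °C, then exposed to library compounds for 90 min at 37 °C. Detection reagent was added for 30–60 min at room temperature, and luminescence was read.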
# EPAC2 antagonist: qHTS for Antagonist of cAMP-regulated guanine nucleotide exchange factor 2 (EPAC2): primary screen | EPAC2 GEF exchange of Rap1B-BODIPY-GDP, fluorescence | 360,000 tested, 0.18% active | Potency, µM (top dose mostly 114 µM), for the others: at the highest dose activity, negative = inhibition, actives largely listed as inhibitors | Rap guanine nucleotide exchange factor 4 (Homo sapiens), Q8WZA2; also: potency is read from the fitted curve at half-maximal effect; % is scaled to controls: 0 for no effect and ±100 for the full control effect; nearly all actives have a fitted effect of over 45% in size; many of its hits are not listed in these tables
# PTHR1 ag: qHTS for PTHR1 Agonists: Primary Screen; HEK293 GP2 PTHR1 cells, GloSensor cAMP luminescence, 1 h; Potency, µM (top dose mostly 115 µM), for inactives: top-dose activation, most hits filed as activators; 410,000 tested, 0.075% active; AID 743266, 2014; also: potency is read from the fitted curve at half-maximal effect; nearly all actives have a fitted effect of over 55% in size; some results filed as inactive show a strong effect at the top dose; inactives centre near -15; many of its hits are not listed in these tables
# Target sequence (Q03431 whole entry, looked up): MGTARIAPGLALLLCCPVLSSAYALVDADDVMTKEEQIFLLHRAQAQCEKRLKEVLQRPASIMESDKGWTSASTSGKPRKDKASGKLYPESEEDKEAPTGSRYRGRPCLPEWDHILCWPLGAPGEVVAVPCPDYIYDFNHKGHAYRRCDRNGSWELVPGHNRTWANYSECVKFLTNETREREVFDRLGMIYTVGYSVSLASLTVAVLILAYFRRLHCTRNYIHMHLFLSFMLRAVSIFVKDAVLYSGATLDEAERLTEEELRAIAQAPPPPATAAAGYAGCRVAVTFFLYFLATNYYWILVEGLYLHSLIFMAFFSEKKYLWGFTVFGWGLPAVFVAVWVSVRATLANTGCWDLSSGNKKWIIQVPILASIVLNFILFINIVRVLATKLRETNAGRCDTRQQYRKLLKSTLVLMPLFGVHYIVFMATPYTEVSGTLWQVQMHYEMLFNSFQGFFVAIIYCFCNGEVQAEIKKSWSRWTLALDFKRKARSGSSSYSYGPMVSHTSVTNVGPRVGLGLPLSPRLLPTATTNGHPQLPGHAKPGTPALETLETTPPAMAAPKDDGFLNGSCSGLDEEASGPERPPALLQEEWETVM
#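 HEK-293-derived GP2 cells expressing PTHR1 and a GloSensor cAMP reporter, 3,000/well, plated overnight, given luciferin plus IBMX (each 0.5 mM as added) for 1 h at 37 °C, then compound for 1 h at 37 °C. Luminescence was read after 15 min at room temperature.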
# CCT modulator: High-Throughput Screening for Modulators of Cytosolic Chaperonin Activity | AID 651819, 2012 | activity change, % (concentration not given with the values), hits read low | 360,000 tested, 0.3% active | purified chaperonin ATPase assay, HTRF ADP detection, 30 min; in the data active = activity change below about -30%; also: % is scaled to controls: 0 for no effect and ±100 for the full control effect
#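 Enzyme 40 or 20 nM (batch-dependent) in Tris pH 7.4/KCl/MgCl2/DTT; cpd 76 uM single point; ATP 10 uM; 30 min 37 °C; Transcreener ADP HTRF detection, 30 min RT; ratio 665/615.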
# EPAC2 agonist: qHTS for Agonist of cAMP-regulated guanine nucleotide exchange factor 4 (EPAC2): primary screen; EPAC2 activation, biochemical qHTS; response scale: 100% = 6.5 mM cAMP response; Potency, µM (doses to about 154 µM), without a hit: at the top dose activation, usual class: activators; AID 720711, 2013; 360,000 tested, 0.079% active; Rap guanine nucleotide exchange factor 4 (Homo sapiens), Q8WZA2; also: potency is read from the fitted curve at half-maximal effect; nearly all actives have a fitted effect of over 50% in size
#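 EPAC2 (100 nM) mixed with Rap1B loaded with BODIPY-GDP (250 nM) plus 50 uM unlabeled GDP; compounds pinned in, 5 min RT, then read every 5 min for 30 min (ex 480, em 540 nm). Normalized to cAMP control.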
# Starred values were filed as active, the others as inactive; i = inactive; ? = inconclusive; · = no result given; & = joins results of further samples; [ ] = dose if it differs, or a comment. Unless noted, calls follow the shape of the dose curve; as a rule, active = well fitted curve in the direction sought with a large enough effect; inconclusive = small, poorly fitted or top-dose-only effect, or another doubt; inactive = no such curve, though single readings can be large; an effect the other way counts as inactive or inconclusive. These rows are one share of the data. The share of hits here may be higher or lower than overall.
compound	CCT modulator	pAkt inh	D3 ag	EPAC2 agonist	Mm-Cpn inhibitor	DRD3 antagonist	EPAC2 antagonist	PTHR1 ag
O=C(NC(=S)Nc1cccc2ncccc12)c1ccccc1	-2.0	i	2	10%	?	-28	-1%	-72%[inhibitor]
O=C1Nc2ccccc2S/C1=C/NCc1ccccc1Cl	-1.3	i	6	21%	0%	1	-10%	-25%
COc1cc2c(cc1NC(=O)CSc1nnc(Cc3cccs3)n1Cc1ccco1)oc1ccccc12	-2.7	i	1	10%	-2%	-17	6%	i
CCc1nnc(NC(=O)CSc2nnc(CNc3ccc(OC)cc3)n2CC)s1	2.0	i	1	4%	-1%	0	1%	35%
O=C(Nc1ccc(S(=O)(=O)Nc2ccnn2-c2ccccc2)cc1)C(F)(F)F	0.4	i	3	1%	2%	52	4%	i
COc1cc2c(C(=O)NCc3ccc4c(c3)OCO4)cn(C)c(=O)c2cc1OC	0.7	i	2	10%	-3%	52	-7%	i
CCC(C)NC(=O)c1ccccc1-c1nc2ccccc2[nH]1 (stereo not given)	-0.2	i	0	0%	1%	10	-4%	i
Cc1ccc(C2CC(=O)C(C=NCCN3CCN(CC(=O)Nc4cc(C)cc(C)c4)CC3)=C(O)C2)cc1 (stereo not given)	1.4	i	-3	-8%	-1%	-23	21%	i
CCCCN(C(=O)c1cc2ccccc2o1)c1c(N)n(CCC)c(=O)[nH]c1=O	-1.5	i	-2	0%	0%	-15	5%	i
O=c1c2ccccc2sc2ccc(C#CC3(O)CCCCC3)cc12	-2.3	i	28	10%	·	30	5%	-21%
CCOc1ccc(C2CC=C(C(C)=O)CN2S(=O)(=O)c2ccc(C)cc2)cc1 (stereo not given)	0.3	i	-4	11%	·	-8	-11%	-8%
O=C(Nc1ncccc1O)c1ccc2c(c1)OCO2	1.5	i	2	0%	0%	10	6%	-84%
CCOC(=O)c1cc(-c2ccccc2)sc1NC(=O)COC(=O)c1cccc(S(N)(=O)=O)c1	-0.2	i	6	-1%	-7%	19	-9%	i
O=C(COC(=O)c1cn(-c2ccccc2)nc1-c1ccccc1)c1cccc([N+](=O)[O-])c1	-3.6	i	6	-2%	0%	13	3%	i
O=C(CCC(=O)N/N=C/c1ccccc1O)NCc1ccccc1	-0.1	i	-3	-6%	0%	-7	22%	0%
COc1cc2c(=O)n(CCC(=O)NCC3CCCO3)c(=O)n(CC(=O)Nc3ccc(C)cc3C)c2cc1OC (stereo not given)	0.7	i	2&-1	6%	-2%	3	5%	i
Cc1ccccc1N1CCN(C2CCCN(C(=O)CCN3CCCCO3)C2)CC1 (stereo not given)	1.7	i	-3	4%	0%	-9	-12%	i
Cn1nc(C(C)(C)C)cc1C(=O)NCc1ccc2c(c1)OCO2	-1.9	i	5	1%	2%	28	-4%	-84%[inhibitor]
Cc1ccc(NC(=O)/C(=C\c2ccc3c(c2)OCO3)NC(=O)c2ccco2)cc1	-0.9	i	1	-2%	-2%	6	3%	-32%[inhibitor]
CC(C)[C@@H](C(=O)NCC1CCC(C(=O)O)CC1)n1nnc2ccccc2c1=O (stereo not given in full)	-0.7	i	-4	-4%	0%	-57*	-8%	9%
O=C(Nc1ccc(F)cc1)Nc1ccccc1C(=O)NCCN1CCNC1=O	0.3	i	-7	-4%	0%	13	20%	-22%
Clc1cc(/C=N\NC2=NCCN2)cc(Cl)n1	-0.6	i	-4	4%	·	?	-1%	i
C=CCSc1nnc(NC(=O)CSc2nc(CCC)cc(=O)[nH]2)s1	0.0	i	-9	2%	0%	13	-3%	-11%
CCN(CC(=O)Nc1cc(Cl)ccc1C)c1ncnc2sc(C)c(C)c12	0.9	i	-5	4%	-1%	-3	-3%	-33%[inhibitor]
CC(C)(C)NCCCCOc1ccccc1F	1.3	i	-27	11%	-1%	-23	-6%	10%
CCOc1ccccc1Nc1nc2ccc(C)cc2n2cnnc12	0.0	i	1	-1%	-2%	20	-2%	i
CCOC(=O)N1CCC(N2C(=O)c3ccccc3C2Nc2ccc(Cl)cn2)CC1 (stereo not given)	0.8	i	2	-4%	-1%	9	-18%	i
O=C(Nc1ccc2c(c1)OCO2)C1CC(c2ccccc2O)=NO1 (stereo not given)	-0.3	i	2	-1%	2%	27	7%	i
CCC(=O)N1CCc2cc(Br)cc(S(=O)(=O)NCC3CCCN3CC)c21 (stereo not given)	1.2	i	1	-1%	-1%	-16	4%	i
CCOC(=O)C1C(=O)C=C(c2cccs2)CC1c1ccccc1 (stereo not given)	-0.5	i	1	15%	-3%	21	-12%	-8%

# Whole records from above. Screens in order: CCT modulator	pAkt inh	D3 ag	EPAC2 agonist	Mm-Cpn inhibitor	DRD3 antagonist	EPAC2 antagonist	PTHR1 ag
# Results for `Cc1ccc(C2CC(=O)C(C=NCCN3CCN(CC(=O)Nc4cc(C)cc(C)c4)CC3)=C(O)C2)cc1` (stereo not given) : 1.4	i	-3	-8%	-1%	-23	21%	i
# Results for `CC(C)(C)NCCCCOc1ccccc1F` : 1.3	i	-27	11%	-1%	-23	-6%	10%

# Additional compounds:
compound	CCT modulator	pAkt inh	D3 ag	EPAC2 agonist	Mm-Cpn inhibitor	DRD3 antagonist	EPAC2 antagonist	PTHR1 ag
Cc1sc(NC(=O)c2ccco2)c(C(c2cccnc2)N2CCC(C)CC2)c1C (stereo not given)	-1.5	i	18	3%	0%	-22	-30%	-23%
CCCCNC(=S)N(C)/N=C/c1c(C)[nH]c2ccccc12	-2.2	i	6	0%	-2%	21	-7%	-15%
CC(NS(=O)(=O)c1ccc(Cl)cc1)C(=O)N1CCOCC1 (stereo not given)	1.3	i	10	5%	-1%	-8	2%	-4%
CCOC(=O)N1CCC(NC(=O)c2cc(C(=O)NCc3ccc(F)cc3)ccc2CO)CC1	-0.4	i	-1	6%	0%	-11	2%	-7%[57.5 µM]
CCn1c(=S)sc2c(=O)n(-c3ccccc3)c(SC)nc21	-4.9	i	4	0%	2%	15	1%	i
O=C(Nc1nnc(-c2ccc(Br)cc2)o1)C1=COCCO1	2.9	i	-8	0%	0%	-2	16%	i
C/C(=N/NC(=O)Cc1cc(=O)[nH][nH]1)c1ccc([N+](=O)[O-])cc1	1.9	i	-6	7%	-1%	-28	7%	-11%
C=CCN1C2CCCC1CC(NC(=S)Nc1ccc(Cl)cc1)C2 (stereo not given)	0.0	i	-9	-4%	-1%	3	-2%	13%
COc1ccc(C)cc1-n1nnnc1SCc1nc2ccccc2c(=O)[nH]1	-1.9	i	3	5%	-3%	13	-1%	-4%
Cc1nnc(SCC(=O)Nc2ccc3c(c2)OCO3)o1	0.6	i	-5	3%	0%	-9	6%	i
CCOC(=O)C1=C(COC(=O)COc2ccc(C#N)cc2)NC(=O)NC1C (stereo not given)	-3.4	i	3	2%	1%	6	3%	i
CCN(CC)c1ccc(C(=S)N2CCN(c3ccccc3)CC2)cc1	-1.0	i	-7	10%	0%	-28	0%	i
CC1CCN(CC(=O)Nc2ccccc2C(=O)NC2CC2)CC1	1.2	i	-4	-2%	1%	19	-9%	-28%
O=C(NCc1cccs1)C1CCCN(c2nc3ccccc3o2)C1 (stereo not given)	-1.8	i	3	13%	1%	8	-1%	i
CCc1c(C(=O)NCc2cnn(C)c2)csc1C	-1.6	i	-10	-5%	-2%	6	15%	i
CC(NC(=O)OC(C)(C)C)C(=O)NC(CCC(=O)OCc1ccccc1)C(N)=O (stereo not given)	-60*	i	-2	10%	1%	-14	13%	-23%
Cc1cc(OCc2cc(C(=O)N(C)C3CCOCC3)no2)cc(C)c1Cl	-2.3	i	1	5%	-2%	0	-18%	-22%
COc1cc(/C=N/NC(=O)Cn2nnc3ccccc32)ccc1O	0.2	i	-2	8%	2%	-1	2%	-16%
O=C1C=CC(=O)N1	-2.9	i	-85	4%	1%	-83*	8%	-50%[inhibitor]
Cn1c(=O)c2c(ncn2CCCc2ccccc2)n(C)c1=O	0.5	i	5	1%	-6%	21	14%[57.1 µM]	i
COc1ccc(/C(O)=C2/C(=O)C(=O)N(c3ccccn3)C2c2ccc(C(C)C)cc2)cc1 (stereo not given)	1.9	i	-2	-15%	-3%	18	-21%	-71%[inhibitor]
CCC(NC(=O)C1(C)CC1(Br)Br)c1ccc(C)cc1 (stereo not given)	-2.7	i	2	-10%	0%	25	1%	i
NNC(=O)CSc1c(-c2ccccc2)c2cc(Cl)ccc2[nH]c1=O	0.3	i	0	4%	-1%	33	-7%	-28%
Cc1c(OC(C)C(=O)NCc2ccncc2)ccc2c3c(c(=O)oc12)CCC3 (stereo not given)	0.1	i	6	4%	1%	22	-6%	-6%
Cc1ccc(/C=N/N2CCN(Cc3ccccc3)CC2)cc1	-7.6	i	-6	7%	1%	5	4%	-6%
CC1=C(C(=O)OCc2ccccc2)C(c2cccc(Br)c2)NC(=O)N1 (stereo not given)	-0.5	i	11	4%	0%	15	4%	-18%
O=C(O)CCNc1nc(-c2ccccc2)c2cc(Br)ccc2n1	-1.3	i	-5	-1%	0%	-3	-15%	-56%[inhibitor]
COc1cc(NC(=O)Cn2cnc3c(SC)nc(N)nc32)cc(OC)c1OC	1.4	i	-18	10%	1%	0	2%	26%
C[C@H](CO)N1C[C@H](C)[C@H](CN(C)C(=O)Nc2cccc(C(F)(F)F)c2)OCc2cnnn2CCCC1=O	0.2	i	-13	2%	·	-14	2%	-14%
CCOc1c(C(=O)CC)cc2c(C)cc(=O)oc2c1C	-0.7	i	0	14%	0%	-14	5%	-23%
O=C(CSc1nc(-c2ccccc2)c(-c2ccccc2)o1)NC1CCS(=O)(=O)C1 (stereo not given)	-1.6	i	-4	7%	-4%	-8	-16%	-10%
